# NOD2 inhibition: inhibition of NOD2-driven NF-kB reporter – cell-based, luminescence, uHTS, HEK293 (AID 1566). HEK293 NOD2/NF-kB luciferase reporter, luminescence; higher % means a stronger effect. hit rate 0.63% among 290,000. inhibition, % at 4 µM; hits with a dose series show EC50 in µM; also: many of its hits are not listed in these tables
# AID2073: inhibitors of Mint1-CaV2.2 protein interaction, biochemical, HTRF (AID 2073) | HTRF protein-protein interaction, Mint1-CaV2.2; higher % means a stronger effect | one-dose inhibition, % at 20 µM; IC50 in µM for titrated hits | hit rate 0.19% among 290,000; in the data active = inhibition mostly above about 51%, no sharp cut-off; also: some results filed as inactive read as strong as hits
# P. falciparum M17LAP: P. falciparum M17LAP inhibitors, primary screen, biochemical, fluorogenic H-Leu-NHMec substrate, 1536-well (AID 1619). recombinant M17LAP, H-Leu-NHMec fluorogenic kinetic assay; higher % means a stronger effect. one-dose inhibition, % at 30 µM; IC50 in µM for titrated hits. hit rate 0.38% among 220,000;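 active = compound inhibiting the enzyme by more than half at any dose during confirmatory dose-response retesting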;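 also: plate controls were full reaction with DMSO carrier for no effect and no enzyme background for full effect; strong numbers were not always called active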
# Dynein transport: dynein cargo transport inhibition | 3617.4 mouse cells, GR-EGFP nuclear translocation imaging; test concentration mostly 20 µM; stimulated with dexamethasone, 1 µM; stronger effect = lower value | z-score, hits read low | hit rate 0.47% among 220,000 | AID 1381;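 active = plate z-score of nuclear minus cytoplasmic receptor signal below a set negative limit, without overly bright fluorescence or cell loss, cut at about -3.5 in these data, passing the limit was not always enough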;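 also: z-score of nuclear minus cytoplasmic ring GR-EGFP intensity difference per well; some compounds called inactive have numbers as strong as hits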
#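 Buffer or medium: tet-free, stripped-serum medium; Also added: dexamethasone, 1.0 µM final; Technique: high-content fluorescence imaging after fixation; Times: 48 h induction, 1 h compound, 30 min dex at 37 °C; Read-out: per-cell GR-EGFP intensity, nucleus versus surrounding cytoplasmic ring, well-averaged.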
# KOR beta-arrestin-1: KOR agonists, beta-arrestin recruitment, primary screen, cell-based, luminescence, uHTS (AID 1777). hit rate 0.02% among 280,000. KOR beta-arrestin recruitment, luminescence; higher % means a stronger effect. activation, % at 10 µM, or EC50 in µM where a hit was titrated; in the data active = activation above about 50%, passing the limit was not always enough; also: a part of the inactive calls stands beside numbers as strong as those of hits
# M1AAP inhibition: P. falciparum M1AAP inhibitors, biochemical, fluorogenic H-Leu-NHMec substrate, 1536-well (AID 1445); recombinant M1AAP, H-Leu-NHMec fluorogenic kinetic assay; higher % means a stronger effect; inhibition, % at 30 µM, or IC50 in µM where a hit was titrated; hit rate 0.42% among 220,000;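 active = primary inhibition above the hit cutoff, then over 50% inhibition at one or more dose response concentrations, cut at about 23% in these data, passing the limit was not always enough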;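 also: plate controls were DMSO full reaction for no effect and no enzyme background for full effect; strong numbers were not always called active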
# NOD1 inhibition: NOD1 signaling inhibitors, primary screen, cell-based, luminescence, uHTS (AID 1578); NOD1-driven NF-kB luciferase reporter cells, luminescence; higher % means a stronger effect; hit rate 1% among 290,000; inhibition, % at 4 µM; hits with a dose series show EC50 in µM; in the data active = inhibition mostly above about 36%, no sharp cut-off; inactive = mostly below about 34%;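 also: HEK-293T reporter cells stimulated with the NOD1 agonist gamma-tri-DAP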
# GPR55 beta-arrestin: selective activators of receptor GPR55 – imaging, U2OS cells, beta-arrestin-GFP redistribution, primary screen (AID 1961); hit rate 0.048% among 290,000; U2OS GPR55 beta-arrestin-GFP redistribution imaging; higher % means a stronger effect; activation, % at 10 µM, or EC50 in µM where a hit was titrated;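 active = activation above 40% with more than 50 cells counted in the well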;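 also: U2OS osteosarcoma cells stably expressing GPR55 and beta-arrestin-GFP; plate controls were DMSO negative control for no effect and LPI positive control for full effect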
# KOR beta-arrestin-2: kappa opioid receptor blockers – cell-based, luminescence, uHTS (AID 1778); KOR beta-arrestin recruitment, luminescence, antagonist mode; higher % means a stronger effect; one-dose inhibition, % at 10 µM; IC50 in µM for titrated hits; hit rate 0.091% among 290,000; also: strong numbers were not always called active
# Dynein transport cytoplasmic EGFP: also measured in Dynein transport; calls as there; z-score; measured here: cytoplasmic GR-EGFP intensity; stronger effect = higher value
# Dynein transport nuclear GR-EGFP: second read-out of Dynein transport, no call of its own (marks repeat the call); z-score; measured here: nuclear GR-EGFP intensity;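 lower value marks the stronger effect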
# Dynein transport cell count: also measured in Dynein transport; calls as there; z-score; measured here: cell count per field
# * hit, by the source's call; / = not tested or not shown; [ ] = dose if it differs, or a comment. Rule as the data show it, unless noted: active = inhibition above about 50%; inactive = the rest. An excerpt, so the mix of outcomes need not match the whole.
NOD2 inhibition,AID2073,P. falciparum M17LAP,Dynein transport,Dynein transport cytoplasmic EGFP,Dynein transport nuclear GR-EGFP,Dynein transport cell count,KOR beta-arrestin-1,M1AAP inhibition,NOD1 inhibition,GPR55 beta-arrestin,KOR beta-arrestin-2,molecule
29.0%,6.0%,-16.5%,0.133,-0.224,0.592,0.514,-3.6%,-9.7%,/,0.2%,-7.7%,COc1cc(Br)c(C(C)NC(=O)c2ccc(C)cc2)cc1OC (centres undefined)
-5.5%,-15.7%,/,/,/,/,/,3.3%,/,-40.1%,0.3%,-19.4%,COc1ccc(NC(=S)N2CCN(C(=O)C3CCCO3)CC2)cc1 (centres undefined)
-1.8%,3.2%,-3.0%,-1.27,-0.306,-0.395,1.09,8.5%,6.5%,-28.3%,0.2%,-8.9%,CC(C)(C)[C@H]1C=C(C(=O)Nc2ccccc2)O[C@@H](OCc2ccc(CO)cc2)C1
11.4%,33.5%,7.3%,-0.647,-0.181,-0.62,0.927,0.0%,6.3%,-19.4%,-0.1%,21.1%,Cc1cc(C)c(S(=O)(=O)c2ccccc2)c(N(C)C)n1
-6.7%,2.4%,-3.7%,-0.789,-0.274,-0.251,0.989,-1.7%,-1.2%,-10.3%,-0.2%,3.3%,Cc1ccc(S(=O)(=O)Cn2nnnc2C(c2ccc(F)cc2)N2CCC(C(N)=O)CC2)cc1 (centres undefined)
2.6%,29.7%,/,/,/,/,/,-2.2%,/,-17.6%,-0.2%,-13.0%,C#CC(CC)(CC)NC(=O)c1nn(-c2ccccc2Cl)c(C)cc1=O
-12.6%,14.4%,4.4%,0.773,-0.211,0.904,-0.347,-3.1%,10.6%,-20.4%,-0.4%,-12.8%,CC1=C(C)[N+](=O)C2CCCCC2N1[O-] (centres undefined)
-23.2%,3.6%,-4.5%,-0.00219,-0.279,-0.112,0.362,/,-8.2%,-2.5%,0.4%,-41.3%,Cc1c(C(=O)N(Cc2ccc(N(C)C)cc2)C2CCS(=O)(=O)C2)oc2ccccc12 (centres undefined)
-4.9%,4.6%,-3.0%,-0.633,-0.262,-0.466,0.163,34.0%,0.6%,-43.3%,0.2%,21.5%,Cc1ccc(/C=C2\SC(=S)N(CCCC(=O)Nc3nccs3)C2=O)cc1
-5.7%,11.0%,/,/,/,/,/,-0.6%,/,-17.3%,0.2%,0.0%,O=C(CN1CCN(c2ccccc2)CC1)N1CCc2ccccc21
-6.1%,6.3%,-1.5%,-0.175,-0.262,-0.0591,0.169,4.2%,6.3%,1.3%,0.0%,37.8%,CN(C1CCCCC1)S(=O)(=O)c1ccc(NC(=O)c2ccco2)cc1
-7.7%,2.3%,/,/,/,/,/,-5.1%,/,-32.3%,-0.1%,6.0%,Cc1ccc(S(=O)(=O)NC(C)c2ccccc2)cc1[N+](=O)[O-] (centres undefined)
26.2%,42.6%,32.8%,1.27,-0.193,0.545,-1.42,10.1%,5.3%,21.9%,-0.1%,-26.7%,O=C(O)CCC(=O)N1CCN(c2nc(-c3ccccc3Cl)c3cc(Br)ccc3n2)CC1
4.4%,-1.2%,12.6%,0.762,-0.183,0.774,0.299,-1.1%,1.3%,-26.5%,0.0%,22.5%,CCCCC(=O)c1c(C)cc(C)[nH]c1=O
3.2%,3.8%,/,/,/,/,/,-0.8%,/,-9.2%,-0.1%,-27.5%,CCCSc1nnc(CNS(=O)(=O)c2ccc(C)cc2)n1C
14.5%,9.1%,/,/,/,/,/,-2.2%,/,-32.3%,0.0%,-3.7%[20 µM],Cc1ccc(NC(=O)c2cccs2)cc1NC(=O)c1ccc(F)cc1
-3.3%,5.4%,-0.9%,-0.265,-0.0303,-0.235,-0.157,-12.0%,0.2%,-6.5%,-0.2%,17.7%,Cn1c(CNC(=O)c2ccc(Cl)cc2)nnc1SCC(=O)Nc1sc2c(c1C#N)CCCC2
5.1%,-5.3%,/,/,/,/,/,7.0%,/,-33.9%,0.0%,4.0%,CCCCn1c(N)c(N(Cc2ccccc2OC)C(=O)CCSC)c(=O)[nH]c1=O
3.3%,1.5%,2.9%,0.152,-0.248,0.124,0.44,9.4%,1.1%,12.8%,-0.3%,-8.3%,COc1cccc(N(C(=O)CS(=O)CC(=O)Nc2ccc(F)cc2)C(C(=O)NC2CCCCC2)c2cccs2)c1 (centres undefined)
4.3%,2.8%,6.1%,-0.0898,-0.174,0.0197,1.19,-1.6%,3.0%,-1.0%,-0.2%,-27.1%,O=C(Nn1c(C2CCCCC2)nc2ccccc2c1=O)c1ccc([N+](=O)[O-])cc1
13.3%,-9.8%,-5.2%,0.0975,0.137,0.413,0.0475,1.2%,-2.5%,-13.6%,0.1%,23.6%,CCC(=O)c1c(NC(CC)CO)cc(C)oc1=O (centres undefined)
10.3%,4.4%,3.2%,-1.41,-0.263,-0.604,0.757,9.8%,-4.7%,-3.0%,-0.1%,18.0%,O=C(CSc1nnnn1-c1ccc(F)cc1)Nc1ccc(N2CCOCC2)c(Cl)c1
8.7%,-3.3%,21.6%,-0.622,-0.315,-0.505,0.544,-3.7%,4.7%,-8.8%,0.0%,7.6%,CCn1cc(C(=O)OCC(=O)c2cc(C)n(-c3ccc(OC(F)F)cc3)c2C)c(=O)c2ccc(C)nc21
6.3%,-4.6%,/,/,/,/,/,3.7%,/,10.3%,0.0%,13.5%,C/C(=N/NS(=O)(=O)c1cccc([N+](=O)[O-])c1)c1c[nH]c2ccccc12
-79.1%,-0.9%,-0.8%,0.266,-0.256,0.436,0.429,-2.2%,-6.9%,-30.6%,-0.1%,-64.7%[20 µM],Cc1ccc(-c2nc3ccc(Cl)cc3n2OC(C)C(=O)O)cc1 (centres undefined)
-233.6%,28.1%,0.1%,0.0195,-0.294,0.136,-0.0273,7.5%,-4.9%,4.9%,-0.3%,-39.6%,Cc1ccnc(NC(=O)Nc2ccc(Br)cc2Cl)c1
-71.0%,10.3%,-6.5%,-1.29,-0.109,-0.407,0.923,-0.7%,-6.0%,-58.5%,-0.1%,-24.8%,CCc1nnc(NC(=O)c2ccc(-c3ccccc3Cl)o2)s1
3.2%,35.8%,6.2%,-0.635,-0.194,-0.269,0.425,-5.8%,10.0%,0.0%,-0.2%,22.7%,NC(N)=NC1=NC(=O)C(Cc2ccccc2Cl)S1 (centres undefined)
9.8%,22.9%,2.8%,-0.668,-0.851,-0.571,0.857,-3.3%,8.6%,0.4%,0.0%,-13.8%,COc1ccc2[nH]c(O)c(N=NC(=O)Cc3cccs3)c2c1
3.5%,-0.1%,-1.0%,-0.53,-0.295,-0.604,0.481,-0.4%,1.4%,1.9%,0.2%,6.8%,O=C(/C=C/c1ccc(Cl)cc1)N(c1ccccn1)C1CCCCC1

# Among those listed so far, three contain bromine:
NOD2 inhibition,AID2073,P. falciparum M17LAP,Dynein transport,Dynein transport cytoplasmic EGFP,Dynein transport nuclear GR-EGFP,Dynein transport cell count,KOR beta-arrestin-1,M1AAP inhibition,NOD1 inhibition,GPR55 beta-arrestin,KOR beta-arrestin-2,molecule
29.0%,6.0%,-16.5%,0.133,-0.224,0.592,0.514,-3.6%,-9.7%,/,0.2%,-7.7%,COc1cc(Br)c(C(C)NC(=O)c2ccc(C)cc2)cc1OC (centres undefined)
26.2%,42.6%,32.8%,1.27,-0.193,0.545,-1.42,10.1%,5.3%,21.9%,-0.1%,-26.7%,O=C(O)CCC(=O)N1CCN(c2nc(-c3ccccc3Cl)c3cc(Br)ccc3n2)CC1
-233.6%,28.1%,0.1%,0.0195,-0.294,0.136,-0.0273,7.5%,-4.9%,4.9%,-0.3%,-39.6%,Cc1ccnc(NC(=O)Nc2ccc(Br)cc2Cl)c1

# Following part:
NOD2 inhibition,AID2073,P. falciparum M17LAP,Dynein transport,Dynein transport cytoplasmic EGFP,Dynein transport nuclear GR-EGFP,Dynein transport cell count,KOR beta-arrestin-1,M1AAP inhibition,NOD1 inhibition,GPR55 beta-arrestin,KOR beta-arrestin-2,molecule
-19.4%,2.6%,-17.9%,0.147,-0.207,-0.0352,0.0379,0.4%,3.8%,-32.7%,-0.1%,-11.0%,CC(=O)Nc1ccccc1NS(=O)(=O)c1ccccc1[N+](=O)[O-]
6.3%,-4.5%,1.9%,0.34,-0.0769,0.279,0.375,1.9%,3.4%,3.4%,-0.1%,-11.5%,CCc1nn(-c2ccccc2)c(N)c1-c1ccc(OC)c(OC)c1
6.9%,2.2%,9.3%,0.107,-0.287,0.463,0.452,5.8%,-1.8%,-0.2%,0.0%,17.4%,O=C(Cn1cc2c(n1)CCCCC2)Nc1ccccc1Cl
30.8%,11.9%,/,/,/,/,/,2.6%,/,16.6%,-0.1%,27.0%,Cc1ccc(NCC(=O)Nc2cccc(F)c2)cc1S(=O)(=O)N1CCCCCC1
6.3%,-5.6%,6.3%,-0.418,-0.118,-0.147,0.789,-1.7%,4.4%,-11.7%,-0.3%,-12.4%,CCN(CC)C(=O)Cn1cnc2sc(C(=O)N3CCN(Cc4ccc5c(c4)OCO5)CC3)c(C)c2c1=O
-1.7%,1.5%,8.9%,0.195,-0.28,0.299,-0.357,-7.6%,3.2%,-13.0%,0.2%,-19.1%[20 µM],C#CCn1ccc(O)c(Cc2c(F)cccc2Cl)c1=O
0.2%,14.6%,5.7%,-0.326,-0.195,0.172,-0.0583,-9.6%,2.3%,-17.6%,-0.3%,-23.9%,Cc1cc(NC(=O)CSc2nnc(COc3ccccc3)n2Cc2ccco2)no1
17.3%,3.7%,3.9%,-0.176,-0.252,-0.0604,0.985,-3.1%,-0.3%,-22.1%,-0.2%,5.4%,O=C(Nc1cnccn1)c1ccncc1
-0.2%,4.7%,1.3%,0.0166,-0.0249,0.502,0.143,2.8%,-7.7%,21.4%,0.2%,-12.1%,CC(=O)OCC(=O)[C@@]12OC(C)(C)O[C@@H]1C[C@H]1[C@@H]3C[C@H](F)C4=CC(=O)C=C[C@]4(C)[C@@]3(F)[C@@H](O)C[C@@]12C
6.8%,1.0%,/,/,/,/,/,-3.7%,/,-24.7%,0.0%,4.0%,O=C(CCC(=O)Nc1ccccc1Cl)NNC(=O)NC1CCCCC1
7.3%,1.2%,-10.2%,-0.539,-0.23,-0.205,0.57,0.5%,1.2%,-32.3%,-0.2%,-10.1%,Cc1c(NC(=O)COC(=O)C23CC4CC(CC(Br)(C4)C2)C3)c(=O)n(-c2ccccc2)n1C
8.8%,7.3%,/,/,/,/,/,1.4%,/,42.5%,0.3%,8.3%,COc1cc2c(cc1OC)C(c1cccc(Cl)c1Cl)CC(=O)N2 (centres undefined)
